Assay outcomes deposited in PubChem by National Center for Advancing Translational Sciences (NCATS).
HEK293 tox – qHTS of GLP-1 Receptor Inverse Agonists: Cytotox Screen. HEK293 cAMP-luciferase reporter cells, luminescence, 24 h. Potency, µM (highest dose often 38.3 µM), for inactives: at the highest dose activity change, negative = inhibition, most hits filed as inhibitors. actives 0.13% (n = 410,000). AID 624418, 2012;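 note: loss of luciferase light is scored as toxicity; potency is the fitted concentration of half-maximal effect; % is set by controls: 0 for no effect and ±100 for the full control effect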
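Compound-treated cells are incubated 24 hr at 37 deg C under 5% CO2 after a 12 hour attachment period, then luciferase detection reagent is added and luminescence is measured following 12 min at room temperature; lowered signal indicates toxicity.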
PTHR1 ag – qHTS for PTHR1 Agonists: Primary Screen | Potency, µM (highest dose often 115 µM), inactives show at the highest dose activation, usual class: activators | Parathyroid hormone/parathyroid hormone-related peptide receptor (Homo sapiens), Q03431 | HEK293 GP2 PTHR1 cells, GloSensor cAMP luminescence, 1 h | AID 743266, 2014 | actives 0.075% (n = 410,000); note: potency is the fitted concentration of half-maximal effect; nearly all actives have a fitted effect of over 55% in size; some results filed as inactive show a strong effect at the top dose; inactives centre near -15; many of its hits are not listed in these tables
Target sequence (Q03431 whole entry, looked up): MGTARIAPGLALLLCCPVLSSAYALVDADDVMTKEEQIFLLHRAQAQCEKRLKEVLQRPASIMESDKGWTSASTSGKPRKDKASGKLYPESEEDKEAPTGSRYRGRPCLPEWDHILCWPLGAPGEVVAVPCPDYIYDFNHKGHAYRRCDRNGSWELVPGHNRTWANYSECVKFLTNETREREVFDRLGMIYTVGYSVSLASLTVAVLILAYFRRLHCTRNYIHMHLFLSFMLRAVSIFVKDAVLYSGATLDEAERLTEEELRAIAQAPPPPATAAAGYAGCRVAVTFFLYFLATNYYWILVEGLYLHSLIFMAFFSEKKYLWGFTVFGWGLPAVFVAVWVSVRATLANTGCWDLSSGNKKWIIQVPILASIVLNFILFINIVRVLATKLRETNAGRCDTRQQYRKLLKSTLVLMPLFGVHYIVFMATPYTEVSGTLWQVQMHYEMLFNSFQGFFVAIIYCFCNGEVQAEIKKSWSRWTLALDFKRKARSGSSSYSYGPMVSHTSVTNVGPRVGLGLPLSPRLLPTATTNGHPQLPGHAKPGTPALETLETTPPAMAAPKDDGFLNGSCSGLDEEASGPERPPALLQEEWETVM
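HEK-293-derived GP2 cells expressing PTHR1 and a GloSensor cAMP reporter, 3,000/well, plated overnight, given luciferin plus IBMX (each 0.5 mM as added) for 1 h at 37 °C, then compound for 1 h at 37 °C. Luminescence was read after 15 min at room temperature.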
pAkt inh – HTS Assay for Inhibitors of Akt Phophorylation: Primary Screen; Neuro2A IGF-stimulated pAkt S473 HTRF, 20 min; active compounds read low; activity change, % for hits at 50 µM; actives 0.32% (n = 360,000); AID 651550, 2012; in the data active = activity change below about -80%; inconclusive = mostly about -51% to -80%; note: % is set by controls: 0 for no effect and ±100 for the full control effect
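Neuro2A cells (4,500/well, DMEM with 0.5% FBS) were treated with compound at a single 50 µM final concentration, stimulated with 6 nM IGF for 20 min at 37 °C, and lysed. Phospho-Akt Ser473 was read by HTRF as 665/615 ratio ×10^4.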
Abeta yeast res – qHTS for compounds that reverse cellular toxicity of Amyloid beta (A-beta) peptide in yeast: Primary Screen | actives 0.063% (n = 410,000) | yeast expressing A-beta42, growth rescue, OD600, 48 h; response scale: 0% DMSO, 100% iron-clioquinol control | AID 1347071, 2019 | Potency, µM (highest dose often 46.1 µM), inactives show at the top dose growth rescue, most hits filed as activators; note: potency is the fitted concentration of half-maximal effect; nearly all actives have a fitted effect of over 55% in size
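Growth rescue measured by 600 nm absorbance after 48 h yeast culture at 30 C with compound. Values normalized between DMSO and an equimolar ferric chloride plus clioquinol control.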
MmCpn inh – Inhibitors of TCP-1 ring complex (TRiC) of Methanococcus maripaludis (MmCpn): qHTS. Chaperonin Mm-Cpn (Methanococcus maripaludis). purified Mm-Cpn ATPase, ADP Transcreener TR-FRET. Potency, µM (highest dose often 76.9 µM), for the others: at the highest dose activity, negative = inhibition, hits mostly inhibitors. actives 0.031% (n = 330,000); note: potency is the fitted concentration of half-maximal effect; % is set by controls: 0 for no effect and ±100 for the full control effect; nearly all actives have a fitted effect of over 80% in size
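TR-FRET (320 nm excitation; 590 and 665 nm emission) reports ADP made from 10 uM ATP by 25 nM enzyme; compounds were preincubated 10 min, reaction run 30 min, both at 37°C.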
aSyn rescue – qHTS of alpha-syn Inhibitors; Yeast expressing alpha-synuclein, growth rescue, BacTiter-Glo, 24 h; Potency, µM (series often up to 46.1 µM), for the others: top-dose growth rescue (activation), hits mostly activators; actives 0.14% (n = 370,000); note: potency is the fitted concentration of half-maximal effect; % of control where 0% means no effect; nearly all actives have a fitted effect of over 65% in size
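Rescue of yeast growth: cells expressing toxic alpha-synuclein, induced in galactose at OD600 0.02, incubated with compound 24 h at 30 C. ATP luminescence quantified growth; inhibitors of toxicity appear as activators.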
TDP43 rescue – qHTS of TDP-43 Inhibitors; TDP-43 expressing yeast growth rescue, BacTiter-Glo, 24 h; Potency, µM (highest dose often 46.1 µM), for the others: top-dose growth rescue (activation), actives largely listed as activators; actives 1.8% (n = 410,000); note: potency is the fitted concentration of half-maximal effect; % of control where 0% means no effect; nearly all actives have a fitted effect of over 50% in size
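Galactose-induced TDP-43 yeast, OD600=0.02, compound pinned; 24 hr, 30 deg C; BacTiter-Glo luminescence for growth. Inhibitors of TDP-43 toxicity read as activators.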
GLP-1R inv ag – qHTS of GLP-1 Receptor Inverse Agonists (Inhibition Mode). HEK293 GLP-1R CRE-luciferase, luminescence, 24 h; GLP-1R form is constitutively active. Potency, µM (top dose mostly 38.3 µM), for inactives: at the highest dose activity change, negative = inhibition, usual class: inhibitors. actives 1.6% (n = 410,000). AID 624417, 2012; note: potency is the fitted concentration of half-maximal effect; % is set by controls: 0 for no effect and ±100 for the full control effect; nearly all actives have a fitted effect of over 55% in size
Target sequence (P43220 whole entry, looked up): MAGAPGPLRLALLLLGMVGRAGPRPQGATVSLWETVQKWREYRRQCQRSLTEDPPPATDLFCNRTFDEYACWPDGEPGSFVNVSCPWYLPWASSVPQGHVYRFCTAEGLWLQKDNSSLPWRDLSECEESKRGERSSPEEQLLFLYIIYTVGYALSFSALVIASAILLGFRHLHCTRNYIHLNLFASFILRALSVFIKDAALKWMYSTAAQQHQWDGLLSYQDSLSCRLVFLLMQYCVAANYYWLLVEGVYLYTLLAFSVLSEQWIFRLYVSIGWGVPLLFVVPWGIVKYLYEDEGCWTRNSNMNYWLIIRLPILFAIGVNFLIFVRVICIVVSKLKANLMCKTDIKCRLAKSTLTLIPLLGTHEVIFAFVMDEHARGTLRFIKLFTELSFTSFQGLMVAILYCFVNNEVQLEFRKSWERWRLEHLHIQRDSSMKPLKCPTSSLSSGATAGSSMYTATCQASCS
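qHTS in 1536-well format: reporter HEK293 cells expressing constitutive GLP-1R activity in DMEM + 10% Nu serum, 24 hr with compounds at 37 deg C, luminescence read after 12 min with detection reagent.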
FUS suppressor – qHTS for Suppressors of FUS Proteinopathy: Primary screen using FUS-linked yeast assay; S. cerevisiae FUS-expressing, growth rescue, OD600, 24 h; Potency, µM (highest dose often 76.6 µM), for the others: top-dose growth rescue (activation), most hits filed as activators; actives 0.24% (n = 390,000);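 note: potency is the fitted concentration of half-maximal effect; plate controls were DMSO vehicle for no effect and reference control for full effect; nearly all actives have a fitted effect of over 55% in size; some results filed as inactive show a strong effect at the top dose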
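Cultures pregrown in 2.5% raffinose medium are shifted to minimal medium containing 2% galactose to express toxic FUS. Compounds are tested at several concentrations. After 24hr at 30C, growth is quantified at 600 nm absorbance.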
* = called active by the depositor; & = joins results of further samples; [ ] = remark or other dose. Unless noted, calls come from the whole dose curve; as a rule, active = well fitted curve in the direction sought with a large enough effect; inconclusive = small, poorly fitted or top-dose-only effect, or another doubt; inactive = no such curve, though single readings can be large; an effect the other way counts as inactive or inconclusive.

COC(=O)C1C(C(C)C)N(c2ccccc2)OC1(C)O (stereo not given) was read as HEK293 tox inconclusive, PTHR1 ag inactive, pAkt inh inactive, Abeta yeast res -7%, MmCpn inh 0%, aSyn rescue 1%, TDP43 rescue -10%, GLP-1R inv ag -8% and FUS suppressor -11%.
For CC1=[N+](C)N(c2ccccc2)C(=O)C1N=Cc1ccc(Cl)cc1 (stereo not given) the results were HEK293 tox 0%, PTHR1 ag -20%, pAkt inh inactive, Abeta yeast res -17%, MmCpn inh 2%, aSyn rescue -1%, TDP43 rescue -5%, GLP-1R inv ag 27% and FUS suppressor -40%.
Screening O=C(NCc1cccc(C(F)(F)F)c1)C1CC(c2c(Cl)cccc2Cl)=NO1 (stereo not given) returned HEK293 tox -17%, PTHR1 ag -18%, pAkt inh inactive, Abeta yeast res -33%, MmCpn inh inconclusive, aSyn rescue -6%, TDP43 rescue inconclusive, GLP-1R inv ag -18% and FUS suppressor 6%.
O=C(COC(=O)c1cccc(O)c1)Nc1ccc(OC(F)F)cc1 was read as HEK293 tox 3%[0.307 µM], PTHR1 ag -21%, pAkt inh inactive, Abeta yeast res 18%, MmCpn inh -3%, aSyn rescue -1%, TDP43 rescue -1%, GLP-1R inv ag -6%[0.307 µM] and FUS suppressor 13%.
Screening COCCCNC(=O)CN1C(=O)COc2ccc(S(=O)(=O)N3CCCC3)cc21 returned HEK293 tox -9%, PTHR1 ag -52%[inhibitor], Abeta yeast res 0%, TDP43 rescue 18%, GLP-1R inv ag 0% and FUS suppressor -30%.
Screening CCOc1cc(N2CCOCC2)c(OCC)cc1NC(=O)c1cccc(N(C)C)c1 returned HEK293 tox -9%, PTHR1 ag inactive, pAkt inh inactive, Abeta yeast res 14%, MmCpn inh 0%, aSyn rescue 1%, TDP43 rescue 14%, GLP-1R inv ag -2% and FUS suppressor 28%.
COc1ccc(NC(=O)Cn2c(C)c3cnn(-c4ccccc4)c(=O)c3c2C)c(OC)c1 was read as HEK293 tox 1%, PTHR1 ag -30%[inhibitor], Abeta yeast res -8%, TDP43 rescue 7%, GLP-1R inv ag 4% and FUS suppressor -1%.
CS(=O)(=O)N1N=C(c2ccc(Br)cc2)CC1c1cccs1 (stereo not given) was read as HEK293 tox 7%, PTHR1 ag inactive, Abeta yeast res 18%, MmCpn inh 1%, aSyn rescue -6%, TDP43 rescue 2%, GLP-1R inv ag inconclusive and FUS suppressor -7%.
CCn1c(=O)c(C(=O)CN2CCCc3ccccc32)c(N)n(Cc2ccccc2)c1=O was read as HEK293 tox 2%, PTHR1 ag inactive, pAkt inh inactive, Abeta yeast res -13%, MmCpn inh -1%, aSyn rescue 2%&13%, TDP43 rescue 4%, GLP-1R inv ag inconclusive and FUS suppressor inconclusive.
For COc1ccc2nc(SC)c(C#N)cc2c1 the results were HEK293 tox 1%, PTHR1 ag inactive, pAkt inh inactive, Abeta yeast res -9%, MmCpn inh -4%, aSyn rescue -4%, TDP43 rescue 17%, GLP-1R inv ag 12% and FUS suppressor 0%.
For CCc1ccc(NC(=S)N2CCCC(C(F)(F)F)C2)cc1 (stereo not given) the results were HEK293 tox inconclusive, PTHR1 ag -5%, pAkt inh inactive, Abeta yeast res inconclusive, MmCpn inh 2%, aSyn rescue -7%, TDP43 rescue -18%[1.82 µM], GLP-1R inv ag -26% and FUS suppressor 15%.
For CCn1c(OC)nc2c1c(=O)n(C)c(=O)n2C the results were HEK293 tox 0%, PTHR1 ag -25%, pAkt inh inactive, Abeta yeast res 1%, MmCpn inh 3%, aSyn rescue 3%, TDP43 rescue 1%[9.22 µM], GLP-1R inv ag 3% and FUS suppressor -13%.
O=C(NC1CCN(Cc2ccccc2)CC1)C1CCN(c2nnc(-n3cccc3)s2)CC1 was read as HEK293 tox 1%, PTHR1 ag inactive, pAkt inh inactive, Abeta yeast res -9%, MmCpn inh 2%, aSyn rescue 1%, TDP43 rescue 9%, GLP-1R inv ag inconclusive and FUS suppressor -9%.
For CCOC(=O)NC(=O)CSc1nnnn1-c1ccc(Cl)cc1 the results were HEK293 tox 3%, PTHR1 ag -4%[57.5 µM], pAkt inh inactive, Abeta yeast res 1%, MmCpn inh 0%, aSyn rescue 0%, TDP43 rescue -12%, GLP-1R inv ag 75%[activator] and FUS suppressor -4%.
`COc1ccc(-n2c(C)c(C)c3c(NCCN(C)C)ncnc32)cc1` gave HEK293 tox -4%, PTHR1 ag inconclusive, pAkt inh inactive, Abeta yeast res -10%, MmCpn inh 0%, aSyn rescue 6%, TDP43 rescue -10%, GLP-1R inv ag inconclusive and FUS suppressor 3%.
For COc1cccc(NC(=O)C(=O)N/N=C(\C)CC(=O)Nc2ccc(NC(C)=O)cc2)c1 the results were HEK293 tox -21%, PTHR1 ag -2%, Abeta yeast res -5%, MmCpn inh 1%, aSyn rescue 1%, TDP43 rescue 21%, GLP-1R inv ag 16% and FUS suppressor -13%.
Screening CCOC(=O)C1(C)CCCN(C(=O)c2c(F)ccc(C)c2F)C1 (stereo not given) returned HEK293 tox -12%, PTHR1 ag -25%, pAkt inh inactive, Abeta yeast res 5%, aSyn rescue 4%, TDP43 rescue inconclusive, GLP-1R inv ag -7% and FUS suppressor -12%.
For CCn1c(SCCOc2ccc(Cl)cc2)nnc1-c1cccs1 the results were HEK293 tox -10%, PTHR1 ag -11%, pAkt inh inactive, Abeta yeast res -28%, MmCpn inh 3%, aSyn rescue 10%, TDP43 rescue inconclusive, GLP-1R inv ag inconclusive and FUS suppressor 29%.
CCN1C(=O)c2ccccc2Sc2ccc(NC(=O)Nc3ccccc3OC)cc21 was read as HEK293 tox inconclusive, PTHR1 ag inactive, Abeta yeast res 18%, TDP43 rescue 15%, GLP-1R inv ag inconclusive and FUS suppressor inconclusive.
`COc1ccc(CCOC2OC(CO)C(OC(=O)/C=C/c3ccc(O)c(OC)c3)C(O[C@H]3O[C@@H](C)[C@H](O)[C@@H](O)[C@H]3O)C2O)cc1O` (stereo not given in full) gave HEK293 tox 0%, PTHR1 ag inactive, pAkt inh inactive, Abeta yeast res -6%, MmCpn inh -2%, aSyn rescue 17%, TDP43 rescue -4%, GLP-1R inv ag 8% and FUS suppressor -14%.

Entries shown so far with fluorine, in the order listed:
Screening O=C(NCc1cccc(C(F)(F)F)c1)C1CC(c2c(Cl)cccc2Cl)=NO1 (stereo not given) returned HEK293 tox -17%, PTHR1 ag -18%, pAkt inh inactive, Abeta yeast res -33%, MmCpn inh inconclusive, aSyn rescue -6%, TDP43 rescue inconclusive, GLP-1R inv ag -18% and FUS suppressor 6%.
O=C(COC(=O)c1cccc(O)c1)Nc1ccc(OC(F)F)cc1 was read as HEK293 tox 3%[0.307 µM], PTHR1 ag -21%, pAkt inh inactive, Abeta yeast res 18%, MmCpn inh -3%, aSyn rescue -1%, TDP43 rescue -1%, GLP-1R inv ag -6%[0.307 µM] and FUS suppressor 13%.
For CCc1ccc(NC(=S)N2CCCC(C(F)(F)F)C2)cc1 (stereo not given) the results were HEK293 tox inconclusive, PTHR1 ag -5%, pAkt inh inactive, Abeta yeast res inconclusive, MmCpn inh 2%, aSyn rescue -7%, TDP43 rescue -18%[1.82 µM], GLP-1R inv ag -26% and FUS suppressor 15%.
Screening CCOC(=O)C1(C)CCCN(C(=O)c2c(F)ccc(C)c2F)C1 (stereo not given) returned HEK293 tox -12%, PTHR1 ag -25%, pAkt inh inactive, Abeta yeast res 5%, aSyn rescue 4%, TDP43 rescue inconclusive, GLP-1R inv ag -7% and FUS suppressor -12%.

(listing goes on)
For COc1ccc(-n2c(COc3ccc(Cl)cc3)nnc2SCc2ccc(C#N)cc2)cc1 the results were HEK293 tox -23%, PTHR1 ag 12%[57.5 µM], pAkt inh inactive, Abeta yeast res 10%, MmCpn inh -1%, aSyn rescue 30%, TDP43 rescue 5%, GLP-1R inv ag 0% and FUS suppressor 32%.
For COc1ccc(OC)c(NC(=O)Cc2c(C(=O)O)[nH]c3ccc(Cl)cc23)c1 the results were HEK293 tox 3%, PTHR1 ag inactive, Abeta yeast res -1%, TDP43 rescue 10%, GLP-1R inv ag 8% and FUS suppressor 3%.
O=C(CSc1n[nH]c(-c2ccccc2Cl)n1)NCCc1ccccc1 was read as HEK293 tox -6%, PTHR1 ag inactive, Abeta yeast res -11%, TDP43 rescue 17%, GLP-1R inv ag 2% and FUS suppressor -1%.
Screening COC(=O)C1C(=O)C2=C(CC1C)NC(C)=C(C(=O)OC(C)C)C2c1ccc(OC)c(O)c1 (stereo not given) returned HEK293 tox 2%, PTHR1 ag inactive, pAkt inh inactive, Abeta yeast res 2%, MmCpn inh 1%, aSyn rescue -2%, TDP43 rescue 12%, GLP-1R inv ag 19% and FUS suppressor 20%.
O=C(Nc1ccc2nn(-c3ccccc3)nc2c1)c1cc2ccccc2o1 was read as HEK293 tox -7%, PTHR1 ag inactive, Abeta yeast res -20%, TDP43 rescue 18%, GLP-1R inv ag 16% and FUS suppressor -21%.

These rows are one share of the data, so the mix of outcomes need not match the whole.
